human PMI inhibitors – MPI inhibition at elevated mannose 6-phosphate – biochemical, fluorescence intensity, high mannose 6-phosphate, primary screen (AID 1220) | recombinant PMI enzyme, coupled fluorescence intensity; higher % means a stronger effect | one-dose inhibition, % at 20 µM; IC50 in µM for titrated hits | actives 0.66% (n = 190,000)
NOD1 NF-kB reporter – inhibition of NOD1-driven NF-kB reporter – cell-based, luminescence, uHTS, primary screen (AID 1578); inhibition, % at 4 µM; hits with a dose series show EC50 in µM; NOD1-driven NF-kB luciferase reporter cells, luminescence; higher % means a stronger effect; actives 1% (n = 290,000); in the data active means inhibition mostly above about 36%, no sharp cut-off; inactive means mostly below about 34%;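 further: HEK-293T reporter cells stimulated with the NOD1 agonist gamma-tri-DAP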
KOR beta-arrestin-1 – KOR agonists, beta-arrestin recruitment, primary screen, cell-based, luminescence, uHTS (AID 1777); KOR beta-arrestin recruitment, luminescence; higher % means a stronger effect; activation, % at 10 µM, or EC50 in µM where a hit was titrated; actives 0.02% (n = 280,000); in the data active means activation above about 50%, passing the limit was not always enough; further: a part of the inactive calls stands beside numbers as strong as those of hits
TNAP activation fold – stimulation of alkaline phosphatase TNAP activity – biochemical, luminescent, no phosphate acceptor, uHTS, primary screen (AID 1001); purified TNAP, luminescent activation assay, no phosphate acceptor; higher activation fold means a stronger effect; activation fold at 20 µM; hits with a dose series show EC50 in µM; actives 0.03% (n = 200,000); in the data active means activation fold from about 3, or a potency from the dose series; inactive means the rest, 99 in 100 with activation fold below about 1.6; further: many of its hits are not listed in these tables
NOD2 inhibition – NOD2 signaling inhibitors, cell-based, luminescence, uHTS, HEK293 (AID 1566); inhibition, % at 4 µM; hits with a dose series show EC50 in µM; actives 0.63% (n = 290,000); HEK293 NOD2/NF-kB luciferase reporter, luminescence; higher % means a stronger effect; further: many of its hits are not listed in these tables
LYP phosphatase – PTPN22 lymphoid phosphatase activity blockers – biochemical, fluorescence intensity, uHTS (AID 1779); recombinant LYP phosphatase, fluorescence intensity; higher % means a stronger effect; one-dose inhibition, % at 11.5 µM; IC50 in µM for titrated hits; actives 0.054% (n = 290,000);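 further: plate controls were vehicle with enzyme for no effect and no enzyme for full effect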
KOR beta-arrestin-2 – kappa opioid receptor blockers – cell-based, luminescence, uHTS (AID 1778); actives 0.091% (n = 290,000); KOR beta-arrestin recruitment, luminescence, antagonist mode; higher % means a stronger effect; inhibition, % at 10 µM; hits with a dose series show IC50 in µM; further: strong numbers were not always called active
XIAP displacement – small molecules displacing peptide from XIAP – biochemical, IAP family, fluorescence polarization (AID 1018); XIAP BIR domain, fluorescence polarization peptide displacement; higher % means a stronger effect; displacement, % at 20 µM, or IC50 in µM where a hit was titrated; actives 0.007% (n = 200,000); in the data active means displacement above about 50%; further: a part of the inactive calls stands beside numbers as strong as those of hits
human PMI inhibition – inhibitors of human PMI, primary screen, biochemical, fluorescence intensity, coupled assay (AID 1209); one-dose inhibition, % at 20 µM; IC50 in µM for titrated hits; actives 0.42% (n = 190,000); purified PMI enzyme, coupled fluorescence intensity; higher % means a stronger effect;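 further: plate controls were DMSO vehicle for no effect and wells lacking substrate for full effect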
* marks the source's active call; other numbers are inactive results; . = not tested or not shown; [ ] = remark or other dose. Unless noted, no stated cut-off is given here; in the data, active means inhibition above about 50%; inactive means the rest. Some of the compounds tested; count on the stated rates, not on these rows.

SMILES | human PMI inhibitors | NOD1 NF-kB reporter | KOR beta-arrestin-1 | TNAP activation fold | NOD2 inhibition | LYP phosphatase | KOR beta-arrestin-2 | XIAP displacement | human PMI inhibition
CCN(CC)S(=O)(=O)c1cccc(C(=O)Oc2cccc(NC(=O)c3cccs3)c2)c1 | 16% | -20% | 3.3% | 1.1 | 3% | -1% | 22% | -3.0% | 17%
COc1cccc(/C=N/n2c(-c3ccco3)nc3ccccc3c2=O)c1 | -3% | -10% | -4.6% | 1.1 | 10% | -1% | -38% | 0.2% | -2%
CN(CC(=O)Nc1cccnc1)S(=O)(=O)c1cc(Cl)ccc1Cl | 10% | -5% | 0.5% | 1.1 | 10% | -4% | 4% | -5.1% | 12%
COc1ccc(C2CC(C(F)(F)F)n3ncc(C(=O)Nc4cccc(O)c4)c3N2)cc1OC (configuration not stated) | 3% | 41% | -9.5% | 1 | -8% | -11% | -41% | -3.5% | 8%
Cn1cc(CCCC(=O)NCc2ccc(F)cc2)c2ccccc21 | . | 7% | -3.7% | . | 30% | -8% | -8% | . | .
Cc1c(OCC(=O)NCCCN2CCOCC2)ccc2c3c(c(=O)oc12)CCC3 | . | -18% | 1.9% | . | 6% | -1% | 18% | . | .
Cc1no[n+]([O-])c1COc1ccc(/C=C(\C#N)C(N)=O)cc1 | 0% | -7% | 6.0% | 1 | 17% | -4% | 2% | -5.3% | 3%
Cc1ccc(CSc2nn3c(=O)c(C)nnc3s2)cc1 | -3% | -32% | 3.7% | 1.1 | -7% | -2% | 1% | -9.0% | 0%
Cc1cccc(-n2nnnc2SCC(=O)N(CC(C)C)c2c(N)n(CC(C)C)c(=O)[nH]c2=O)c1 | 6% | -16% | -4.0% | 1.2 | 20% | -5% | 18% | -5.5% | 5%
O=C(COC(=O)c1nc(Cl)ccc1Cl)c1ccc(Cl)s1 | 2% | -23% | -1.7% | 1.2 | 7% | 0% | 8% | -3.1% | 2%
COc1ccc(NC(=O)Nc2nnc(N3CCC(C)CC3)s2)cc1OC | 3% | -31% | -0.5% | 1 | 17% | -7% | -3% | 6.6% | -3%
Cc1[nH]c2ccccc2c1C(=O)COC(=O)CCS(=O)(=O)c1ccccc1Cl | -8% | -24% | 3.0% | 1.1 | -6% | -8% | -37% | -1.1% | -1%
COc1ccc(C2C(C(C)=O)=C(O)C(=O)N2c2ccc(O)cc2)cc1 (configuration not stated) | . | 9% | -0.2% | . | -1% | -6% | -3% | . | .
COc1cc(OC)c(OC)cc1/C=N/n1c(-c2n[nH]c3c2CCC3)n[nH]c1=S | . | -2% | 3.9% | . | 17% | -1% | 9% | . | .
Cc1ccc(CNC(=O)c2ccc[nH]2)cc1 | -14% | -28% | -3.5% | 1.1 | 21% | -7% | -24%[20 µM] | -4.8% | -13%
COc1ccc(Cc2nc3ccc(C(=O)N(C)C(C)c4ccon4)cc3o2)cc1 (configuration not stated) | . | -12% | 6.5% | . | 13% | -6% | 11% | . | .
COc1ccccc1-c1nnc(SCC(=O)N2CC(C)CC(C)C2)o1 (configuration not stated) | 11% | -2% | 1.4% | 1 | 14% | 0% | -43% | -0.7% | 14%
Cc1ccc(NC2OC(C(O)CO)C(O)C2O)cc1[N+](=O)[O-] (configuration not stated) | -6% | 7% | 1.1% | 1.1 | 1% | -7% | -14% | -4.8% | 10%
O=C(NN=C1CCCC1)c1ccc(O)cc1O | . | 2% | -3.9% | . | 11% | -8% | 1% | . | .
COc1ccc(C(=O)CN2C(=O)C(C)(C)Oc3ccc(C(=O)N4CCCCCC4)cc32)cc1 | 7% | -11% | 4.7% | 0.9 | 11% | -5% | 11% | -5.7% | -4%
COc1ccc(/C=C/C(=O)NC(=S)Nc2ccc(S(N)(=O)=O)cc2)cc1 | . | -12% | 0.4% | . | 6% | -3% | -19% | . | .
O=C(Nc1ccnn1C1CCN(Cc2cccc(F)c2F)CC1)C1CCCC1 | . | -27% | 5.8% | . | 10% | -8% | -21% | . | .
OCCNCc1cc(Br)ccc1OCc1ccccc1Cl | 3% | -50% | -1.1% | 1 | -23% | -8% | -33% | 0.2% | 9%
COc1ccc(C(=O)NC(CO)c2nnc(SCc3ccc(Cl)c(Cl)c3)n2C)cc1 (configuration not stated) | -4% | 11% | -2.3% | 1 | 9% | -5% | 15% | -1.2% | -4%
CSc1ncccc1C(=O)Nc1nccs1 | . | -37% | 3.3% | . | 1% | 4% | 6% | . | .
Later entries.
SMILES | human PMI inhibitors | NOD1 NF-kB reporter | KOR beta-arrestin-1 | TNAP activation fold | NOD2 inhibition | LYP phosphatase | KOR beta-arrestin-2 | XIAP displacement | human PMI inhibition
CS(=O)(=O)Nc1ccc2c(c1)ncn2CCc1ccccc1 | . | -12% | -1.4% | . | -7% | -2% | -34% | . | .
COc1cccc(NC(=O)COC(=O)COc2ccccc2[N+](=O)[O-])c1 | -4% | -6% | 5.6% | 1.1 | 12% | -7% | 19% | 4.5% | -7%
CCOC(=O)c1cc(NC(=O)c2cnccn2)cc(C(=O)OCC)c1 | 15% | -22% | 6.3% | 1.1 | -16% | 3% | 18% | -3.6% | 13%
N/C(=N\OC(=O)CCC1CCCC1)c1ccc(Br)cc1 | . | -5% | -2.0% | . | -2% | -7% | 22% | . | .
O=C(c1ccccc1Oc1ccccc1)N1CCN(c2ccccc2)CC1 | 15% | -8% | 5.4% | 1.1 | 4% | 0% | -21% | -22% | 10%
COC(=O)c1ccc(COc2ccc(-c3nnn(CC(=O)NC(C)(C)C)n3)cc2)cc1 | -7% | -20% | -0.7% | 1.1 | -1% | -10% | 7% | -3.8% | -1%
COC(=O)COc1ccc(-c2nccc(-c3ccc(Br)cc3)n2)cc1 | . | 6% | 2.9% | . | 16% | -6% | -11% | . | .
Cc1ccccc1NC(=O)N1CCN(S(=O)(=O)c2ccccc2)CC1 | -3% | -20% | 1.3% | 1.1 | 0% | -4% | 20% | -5.6% | 0%
COC(=O)c1ccc(OCc2cc(=O)n3ccsc3n2)cc1 | 6% | 29% | 3.7% | 1.1 | -36% | -6% | -15% | -6.6% | 10%
COc1ccc(-n2nc(C)c3onc(C)c3c2=O)cc1 | . | -2% | 2.6% | . | 3% | -6% | -14% | . | .
COc1ccc(Oc2nnc(-c3ccccc3)cc2C#N)cc1 | 2% | 51% | 5.0% | 1 | 6% | 0% | -22% | -3.8% | -12%
COC(=O)[C@H](CCSC)NC(=O)c1cc2c(cn1)[nH]c1ccccc12 | . | -1% | 2.1% | . | 9% | -5% | 26% | . | .
COc1ccccc1C(OC(=O)c1ccco1)C(=O)NC(C)(C)C (configuration not stated) | 4% | -11% | -1.6% | 1.1 | 6% | -11% | 1% | -4.8% | 2%
CCOC(=O)C1CCCN(CCC(=O)Nc2cc(C)cc(C)c2)C1 (configuration not stated) | -6% | -30% | -0.8% | 1.1 | -21% | -2% | -11% | -11% | -8%
COc1ccc(N2CCN(CCCNC(=O)CN3CCN(Cc4ccccc4C)C3=O)CC2)cc1 | 14% | -6% | -2.3% | 1.2 | 8% | -6% | 2% | -14% | 15%
COc1ccc(C(=O)NC2CCSc3ccccc32)cc1 (configuration not stated) | . | -6% | -2.6% | . | 13% | -8% | 27% | . | .
CC(=O)Nc1cccc(OCC(=O)NC(C)c2ccc3ccccc3c2)c1 (configuration not stated) | . | -18% | -2.0% | . | -10% | -12% | -23% | . | .
[O-]/C(=C(\C(=S)Nc1ccc(SC(F)F)cc1)[n+]1ccccc1)c1ccc(Cl)cc1Cl | 2% | 15% | -1.1% | 1 | 17% | 10% | -13% | -2.4% | 1%
CN(C)c1ccc(CNC(=O)CCS(=O)(=O)c2ccc3c(c2)oc(=O)n3C)cc1 | . | -9% | 2.8% | . | 13% | -4% | 4% | . | .
CC(=O)Nc1ccc(S(=O)(=O)N(C)CC(=O)OC(C)C(=O)N(C)C2CCCCC2)cc1 (configuration not stated) | . | -16% | -4.5% | . | 3% | -7% | 4% | . | .
CCN1CCN(CCOc2ccc(Cl)cc2)CC1 | -9% | -15% | 3.7% | 1.1 | 15% | -9% | -18% | -9.0% | -4%
Cc1ccccc1CNC(=O)C(=O)NCC1OCCCN1S(=O)(=O)c1cccs1 (configuration not stated) | . | -19% | 5.8% | . | 4% | -5% | -16% | . | .
COc1c(Cl)cnn(-c2ccccc2)c1=O | -2% | -12% | 2.2% | 1.1 | 22% | -7% | -2% | -8.3% | 7%
CCN(C(=O)Cc1cccs1)c1nnc(-c2cc(OC)c(OC)c(OC)c2)s1 | 14% | -16% | -5.6% | 1 | 5% | -1% | 24% | -0.7% | 17%
CN(C)S(=O)(=O)c1cc(NC(=O)c2cc(=O)c3ccccc3o2)ccc1Cl | . | -20% | -7.6% | . | 16% | -2% | -11% | . | .
CN(c1ccc(Br)cc1)S(=O)(=O)c1ccc2[nH]cc(C(=O)NCCN3CCOCC3)c(=O)c2c1 | . | 17% | 0.2% | . | 18% | -9% | -11% | . | .
COc1ccc(NC(C)=O)cc1S(=O)(=O)Nc1ccccc1C(=O)NCCc1ccccc1 | . | -10% | 4.2% | . | -11% | -3% | 7% | . | .
COc1ccc(C)cc1-n1nnnc1SCc1nc2ccccc2c(=O)[nH]1 | 4% | -8% | 2.4% | 1.1 | 16% | -5% | -7% | -3.0% | -5%

Looked up above:
KOR beta-arrestin-1, COc1ccc(-n2nc(C)c3onc(C)c3c2=O)cc1 = 2.6%
LYP phosphatase, COc1ccc(Oc2nnc(-c3ccccc3)cc2C#N)cc1 = 0%
TNAP activation fold, COc1ccccc1C(OC(=O)c1ccco1)C(=O)NC(C)(C)C (configuration not stated) = 1.1
NOD1 NF-kB reporter, CN(c1ccc(Br)cc1)S(=O)(=O)c1ccc2[nH]cc(C(=O)NCCN3CCOCC3)c(=O)c2c1 = 17%

Compounds listed so far containing bromine (four):
SMILES | human PMI inhibitors | NOD1 NF-kB reporter | KOR beta-arrestin-1 | TNAP activation fold | NOD2 inhibition | LYP phosphatase | KOR beta-arrestin-2 | XIAP displacement | human PMI inhibition
OCCNCc1cc(Br)ccc1OCc1ccccc1Cl | 3% | -50% | -1.1% | 1 | -23% | -8% | -33% | 0.2% | 9%
N/C(=N\OC(=O)CCC1CCCC1)c1ccc(Br)cc1 | . | -5% | -2.0% | . | -2% | -7% | 22% | . | .
COC(=O)COc1ccc(-c2nccc(-c3ccc(Br)cc3)n2)cc1 | . | 6% | 2.9% | . | 16% | -6% | -11% | . | .
CN(c1ccc(Br)cc1)S(=O)(=O)c1ccc2[nH]cc(C(=O)NCCN3CCOCC3)c(=O)c2c1 | . | 17% | 0.2% | . | 18% | -9% | -11% | . | .
